Bioassay records (PubChem)
UGM FP inh = blocks M. tuberculosis UGM enzyme; P9WIQ1; purified UGM, fluorescence polarization probe displacement; inhibition, % at 10 µM; 320,000 tested, 0.06% active; AID 504406; in the data active = inhibition above about 10%, passing the limit was not always enough
Target sequence (P9WIQ1 whole entry, looked up): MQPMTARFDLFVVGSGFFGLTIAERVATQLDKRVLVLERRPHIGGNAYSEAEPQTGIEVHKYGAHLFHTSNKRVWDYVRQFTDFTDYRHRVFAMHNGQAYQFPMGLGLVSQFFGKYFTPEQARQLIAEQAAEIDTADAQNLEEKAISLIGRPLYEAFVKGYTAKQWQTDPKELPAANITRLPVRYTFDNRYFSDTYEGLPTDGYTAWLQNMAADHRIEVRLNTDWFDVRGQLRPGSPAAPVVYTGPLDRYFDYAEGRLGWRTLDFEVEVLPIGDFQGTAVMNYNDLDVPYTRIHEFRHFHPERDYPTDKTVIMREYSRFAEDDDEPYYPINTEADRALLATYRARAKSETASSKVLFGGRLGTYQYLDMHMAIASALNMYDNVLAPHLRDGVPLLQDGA
An asterisk follows results filed as active.

SMILES	UGM FP inh
O=C(O)C(Cc1ccccc1)N1C(=O)/C(=C/c2cccc3ccccc23)SC1=S (stereo not given)	-2.1
COc1cc(C(=O)NS(=O)(=O)c2ccccc2C)ccc1Cc1cn(C)c2ccc(NC(=O)OC3CCCC3)cc12	-1.6
CCCOc1ccc2oc(=O)c3c(c2c1)CCCN3C(=O)CN1CCN(C(=O)c2ccco2)CC1	0.4
CC(=O)OCC(CCn1cnc2cnc(N)nc21)COC(C)=O	2.6
COc1ccc(-n2c(N)cc(=O)[nH]c2=O)cc1	2.9
COc1cccc(-c2nnc3sc(-c4ccc(C)cc4)nn23)c1	-1.5
CCN1/C(=C/C=C/c2oc3ccc4ccccc4c3[n+]2CC)Oc2ccc3ccccc3c21	-0.8
CCN(CC)CCNc1ncnc2c1[nH]c1ccc(OC)cc12	1.1
N#CC(C#N)=C1C=C2C=C(N3CCCCC3)CCC2CC1 (stereo not given)	-8.3
OC(CNC1CCCCCCC1)c1ccccc1 (stereo not given)	-1.7
FC(F)(F)c1cccc(NC(=S)NNC(=S)Nc2cccc(C(F)(F)F)c2)c1	-0.1
Cc1ccc(S(=O)(=O)/C(C#N)=C/c2c(Oc3ccc(Cl)cc3)nc3c(C)cccn3c2=O)cc1	-0.4
CCc1ccc2oc(-c3cc(N=Cc4cccc(OC)c4O)ccc3O)nc2c1	-1.5
CCCN1C(=O)/C(=c2\s/c(=C3\C=Cc4ccccc4N3CC)c(=O)n2-c2ccccc2)SC1=S	-5.9
Cc1ccc(S(=O)(=O)NN2C(=O)/C(=C/c3cccn3C)SC2=S)cc1	-0.8
c1ccc(C2CCC(N3CCC(N4CCCCC4)CC3)CC2)cc1 (stereo not given)	-0.8
CCN(CC)CCn1c(C)nc2c(sc3nc4c(cc32)COC(C)(C)C4)c1=O	-0.4
COc1ccc(S(=O)(=O)N2CCCCCC2)cc1C(=O)OCC(=O)Nc1cc(C)on1	2.4
C=CCNC(=O)c1cc2c(=O)n3cc(C)ccc3nc2nc1NCC1CCCO1 (stereo not given)	-1.0
COc1ccc(C2c3c(ccc4ccccc34)Oc3ncn4nc(Cc5ccc(OC)c(OC)c5)nc4c32)cc1 (stereo not given)	-0.2
Cc1cc(NNC(=O)Nc2cccc(Cl)c2)nc2c1c(C)nn2C	2.5
COC(=O)[C@@H](N)Cc1ccc(O)cc1	4.7
CCN1C(=O)[C@H]2[C@H]3[C@H](O)[C@H](O)C/C(=N\OC[C@@H](C)[C@H](OCc4ccccc4)C(C)C)[C@@H]3CC[C@H]2C1=O	-1.1
Nc1c2c(nc3ccc(Br)cc13)N(C1CCCCC1)CC2	0.0
CCCCN1C(=O)/C(=C/C=C2\N(C)c3ccccc3C2(C)C)SC1=S	0.4
COC(=O)Nc1nc2ccc(C(=O)c3ccc(F)cc3)cc2[nH]1	0.0
Cc1cccc(N2CCN(C(=O)c3ccc4c(c3)NC(=O)C(CSCc3ccc(F)cc3)N4)CC2C)c1 (stereo not given)	-3.5
COP(=O)(OC)C(O)C(Cl)(Cl)Cl (stereo not given)	-0.7
COCCCn1c2nc3ccccc3nc2c2c(=O)n(Cc3cccs3)cnc21	4.0
O=C1c2cccc3c2[C@H](CCC3)CN1[C@@H]1CN2CCC1CC2	3.9
Cc1ccc(C(C)C)c(OCC(=O)NN=C(CCl)CCl)c1	0.2
N/C(=N\c1nc(C(F)(F)F)cc(=O)[nH]1)Nc1ccc(Cl)cc1	0.4
CCC1=C/C(=C\c2ccc3c(c2)OCO3)C(=O)S1	2.7
CC1(C)Cc2c(c(N3CCCC3)nc3sc4c(N5CCNCC5)ncnc4c23)CO1	-0.4
CCn1cc(NC(=O)CCl)c(C)n1	1.5
CC1CCN(c2nc3ccccc3nc2C(C#N)C(=O)NC2CCCCC2)CC1 (stereo not given)	0.4
CC(=O)Oc1c(C)cc(O)c2ccccc12	-0.1
Cc1coc2cc3oc(=O)c4c(c3cc12)CCC4	0.6
CC(=O)[C@@H]1[C@@H]2C(=O)N(C3CCCCC3)C(=O)[C@@H]2C2c3ccccc3C=CN21 (stereo not given in full)	1.4
COc1cc(OC)cc(-c2nnc(Sc3ccc(C=O)cc3[N+](=O)[O-])o2)c1	0.3
CC1(C)CC[C@]2(C(=O)O)CC[C@]3(C)C(=CCC4[C@@]5(C)CC[C@H](O)C(C)(C)C5[C@H](O)C[C@]43C)[C@@H]2C1 (stereo not given in full)	-0.6
CNc1nc(SC)n(C)c(=O)c1N=O	0.6
CC1(C)Oc2ccc(/C=C/C(=O)N3CCOCC3)c(O)c2C(N2CCOCC2)C1O (stereo not given)	-1.1
COc1ccc(C2CC(=O)C(C(c3ccc(O)cc3)C3C(=O)CC(c4ccc(OC)cc4)CC3=O)C(=O)C2)cc1 (stereo not given)	1.6
O=C1OC(=O)C2C3CCC(O3)C12 (stereo not given)	0.0
CC1CCCN(C(=O)c2cc(N3C(=O)C4C5CCC(C5)C4C3=O)ccc2Cl)C1 (stereo not given)	-1.2
CC(C)(C)OC(=O)NCCCC1=CC2=CC(=O)C(C)(O)C(=O)C2=CO1 (stereo not given)	2.5
Cc1ccc(S(=O)(=O)NCc2ccc(C(=O)NCc3cccnc3)cc2)cc1	2.5

2 of the compounds above, with each value named:
O=C1OC(=O)C2C3CCC(O3)C12 (stereo not given)
  UGM FP inh: 0.0

CC1CCCN(C(=O)c2cc(N3C(=O)C4C5CCC(C5)C4C3=O)ccc2Cl)C1 (stereo not given)
  UGM FP inh: -1.2

New compounds follow.
SMILES	UGM FP inh
CCC(C)n1c(-c2ccco2)nc2nc3ccccc3nc21 (stereo not given)	-0.9
O=C(CNc1cc(S(=O)(=O)N2CCCC2)ccc1OCC(F)(F)F)Nc1cc(Cl)cc(Cl)c1	-0.1
O=C(NS(=O)(=O)c1ccccc1Cl)c1ccc[nH]1	-3.6
Cc1cc(C=O)c2c(c1)C=CC1(Oc3ccccc3C(=O)N1C)O2 (stereo not given)	-1.4
CCOC(=O)c1c(NC(=O)CCNCc2ccco2)sc2c1CCC2	0.8
COC/C=C/C1=CC2=CC(=O)C(C)(OC(=O)c3cnc4ccccc4n3)C(=O)C2=CN1c1cccc(C#N)c1 (stereo not given)	2.4
COc1cc(/C(C)=C/c2ccccc2)c2c(c1)oc1ccccc12	-0.8
CCOC(=O)C1Nc2c(F)cc(C)cc2C2C=CCC12 (stereo not given)	0.4
C#CCOCCOCCOCCNc1nc(N2CCN(C(=O)[C@H](CCC(=O)O)n3cc(C(N)CO)nn3)CC2)nc(N2CCN(C(=O)[C@H](Cc3ccc(O)cc3)n3cc(C(N)CC(C)C)nn3)CC2)n1 (stereo not given in full)	3.1
O=C1Nc2ccccc2C12OCCS2 (stereo not given)	0.0
CC[C@@H](C(N)=O)N1CCCC1=O	2.0
Nc1c2c(nc3c1CCC3)CCCC2	-2.5
O=C(Cn1nc(C(=O)O)c2ccccc2c1=O)Nc1ccc2c(c1)C(=O)c1ccccc1C2=O	-0.5
O=c1c2ccc([N+](=O)[O-])c3cccc(c32)c2nc3ccccc3n12	-0.7
COC(=O)c1sccc1-c1ccc(C(N)=O)o1	0.8
CCC(CC)C(=O)Nc1ccncc1	2.7
O=C(O)C1C2C=CC(O2)C1C(=O)NCCCn1ccnc1 (stereo not given)	-2.1
O=[N+]([O-])c1cc(C=Nc2cccc3c(O)cccc23)ccc1Cl	3.7
CCCn1c(=NC(=O)c2c(-c3c(F)cccc3Cl)noc2C)c(C(=O)OCC)cc2c(=O)n3ccccc3nc21	-2.3
CCCCCOC(=O)C1[C@H]2C(=O)N(CCCOC)C[C@]23C=C[C@H]1O3 (stereo not given in full)	-2.8
CC1(C)S[C@@H]2[C@H](NC(=O)COc3ccccc3)C(=O)N2C1C(=O)OCc1cc2ccccc2n1S(=O)(=O)c1ccccc1 (stereo not given in full)	0.0
COc1ccc2c(=O)c3c(=O)n(-c4ccc(C)cc4)c(-c4ccccc4)nc3oc2c1	-1.4
CCCCCCn1c(=O)c(C(=O)Nc2nnc(C)s2)c(O)c2ccccc21	-1.1
CCCNC(=O)c1[nH]c(C)c(C(=O)OCC)c1C	-1.2
CC(=C\c1ccccc1)/C=C1/SC(=S)N(CCC(=O)Nc2ccccn2)C1=O	6.5
COc1cccc(-n2c([S-])c(C(=O)Nc3ccc(C(F)(F)F)cc3)[n+]3ccccc23)c1	1.7
NC(=O)c1cc([N+](=O)[O-])ccc1NCCN1C(=O)c2ccccc2C1=O	1.3
c1ccc2c(-c3cn4ccccc4n3)c[nH]c2c1	-0.7
O=C1[C@H](CC[C@H](O)c2ccc(F)cc2)[C@@H](c2ccc(O)cc2)N1c1ccc(F)cc1	1.5
Cc1nc2ccccn2c1C(=O)N/N=C/c1ccc([N+](=O)[O-])cc1	1.1
CCOC(=O)c1[nH]c2cc3c(cc2c1NC(=O)CN1CCCCC1C)OCO3 (stereo not given)	1.7
CN(CCOC(=O)CN1C(=O)c2ccccc2C1=O)C1=NS(=O)(=O)c2ccccc21	-2.1
O=C(CSc1nnc2c3ccccc3c3ccccc3c2n1)Nc1ccccc1	-1.8
CCc1cc2c(=O)c(-c3nc4ccccc4n3C)c(C)oc2c(CN2CCN(C)CC2)c1O	-0.1
CCn1c(SCC(=O)c2c(N)n(C)c(=O)n(C)c2=O)nnc1-c1ccccc1	0.8
CN(Cc1ccccc1)C(=O)CSc1nc2cc(C(=O)N3CCC(C(N)=O)CC3)ccc2c(=O)n1-c1ccccc1	0.6

Given in markdown: four of the compounds above.
| Structure | UGM FP inh |
| --- | --- |
| CCOC(=O)c1[nH]c2cc3c(cc2c1NC(=O)CN1CCCCC1C)OCO3 (stereo not given) | 1.7 |
| CCc1cc2c(=O)c(-c3nc4ccccc4n3C)c(C)oc2c(CN2CCN(C)CC2)c1O | -0.1 |
| O=C1[C@H](CC[C@H](O)c2ccc(F)cc2)[C@@H](c2ccc(O)cc2)N1c1ccc(F)cc1 | 1.5 |
| CC(=C\c1ccccc1)/C=C1/SC(=S)N(CCC(=O)Nc2ccccn2)C1=O | 6.5 |

Continuation:
SMILES	UGM FP inh
Cc1nccc2[nH]c(=O)c(C(=O)NC(C)CCc3ccccc3)cc12 (stereo not given)	0.6
CCCOc1ccc(C2C(C(=O)c3ccco3)=C(O)C(=O)N2CCN2CCOCC2)cc1OC (stereo not given)	-0.2
CCCCCCNC(=O)N[C@H](Cc1ccc(O)cc1)C(=O)NCCC[C@H]1CN2C(=NC[C@H]2CCC)N1CC1CCC1	-1.4
CS(=O)(=O)c1nc(-c2ccco2)cc(C(F)(F)F)n1	6.5
Cc1ccc(Oc2ccc(OCC(=O)OC3CCS(=O)(=O)C3)cc2)cc1 (stereo not given)	-0.9
Cc1c(Cc2ccccc2)sc(N)c1C(N)=O	-0.4
CCOCC(=O)Nc1cc(Cl)c(OC)cc1OC	0.0
CC1(OC(=O)CCc2ccccc2)C(=O)C=C2C=C(C3CC3)OC=C2C1=O (stereo not given)	3.0
CCN(CC)CCCN(Cc1cc2cc(OC)ccc2[nH]c1=O)C(=O)Nc1ccccc1	1.3
CCOC(=O)c1sc(NC(=O)/C=C/c2cnn(C)c2C)c(C(=O)OCC)c1C	1.6
CCOC(=O)c1cnc(SCC(=O)Nc2ccc(N3CCOCC3)cc2)nc1N	0.1
Cc1ccc(Cl)cc1Nc1nc(-c2sc(NC(=O)c3ccccc3)nc2C)cs1	0.9
CSc1nnc2c(n1)OC(c1cn(C)c3ccccc13)N(C(C)=O)c1ccccc1-2 (stereo not given)	2.3
O=C(O)/C(=C/c1ccco1)c1ccccc1	-0.2
O=C(COC(=O)CC(c1ccccc1)c1ccccc1)Nc1ccc(F)c(F)c1	0.3
CCOC(=O)O[C@]1(C(=O)OCCl)CC[C@H]2[C@@H]3CCC4=CC(=O)C=C[C@]4(C)[C@H]3[C@@H](O)C[C@@]21C	-2.6
O=C(CSc1nnc(-c2ccc(Cl)s2)o1)N1CCc2ccccc21	-0.9
COc1ccc(OCc2nnc(SCC(=O)c3c(N)n(C)c(=O)n(C)c3=O)n2-c2ccccc2F)cc1	1.6
Cc1cccc2c1NC(=O)C21N2CCCC2C(C(=O)c2ccc3ccccc3c2)C12C(=O)Nc1ccccc12 (stereo not given)	-0.5
CC1(OC(=O)C2CCCC2)C(=O)C=C2C=C3CCCN3C=C2C1=O (stereo not given)	1.2
N#CC1=C(N)Oc2c(ccc3ccccc23)C1c1cccs1 (stereo not given)	-0.1
Cc1cccc(N(CC(=O)NCCSc2nc3ccccc3s2)S(=O)(=O)c2ccccc2)c1	-4.5
CC(C)(C)n1nc2c(c1NC(=O)Cc1cccs1)CSC2	0.0
C1CN(c2nc(N3CCOCC3)nc(N3CCOCC3)n2)CCO1	1.2
C=CC[C@@H]1C=C[C@H](O/N=C/c2ccc(C(=O)N3[C@H](c4ccc(C)cc4)[C@@H](C)CC[C@H]3C(=O)OC)cc2)[C@@H](CO)O1	-1.7
CC(=O)c1cccc(NC(=O)Nc2cc3sccc3n2C)c1	1.8
CC(C)(C)OC(=O)NCCCC1=CC2=CC(=O)C(C)(OC(=O)c3ccco3)C(=O)C2=CO1 (stereo not given)	1.7
CCOC(=O)/C(C(=O)Nc1ccc(Cl)cc1Cl)=C1/NC(C)(C)Cc2ccccc21	-0.7
CC1(O)C(=O)C=C2C=C(C3CC3)OC=C2C1=O (stereo not given)	2.7
O=[N+]([O-])c1ccc(Cl)c(/C=N/n2c(-c3cccnc3)n[nH]c2=S)c1	1.0

In the list so far, these contain a CF3 group.
SMILES	UGM FP inh
FC(F)(F)c1cccc(NC(=S)NNC(=S)Nc2cccc(C(F)(F)F)c2)c1	-0.1
N/C(=N\c1nc(C(F)(F)F)cc(=O)[nH]1)Nc1ccc(Cl)cc1	0.4
O=C(CNc1cc(S(=O)(=O)N2CCCC2)ccc1OCC(F)(F)F)Nc1cc(Cl)cc(Cl)c1	-0.1
COc1cccc(-n2c([S-])c(C(=O)Nc3ccc(C(F)(F)F)cc3)[n+]3ccccc23)c1	1.7
CS(=O)(=O)c1nc(-c2ccco2)cc(C(F)(F)F)n1	6.5

Rewritten as labelled records: four of the compounds above
c1ccc2c(-c3cn4ccccc4n3)c[nH]c2c1
- UGM FP inh = -0.7
O=C1[C@H](CC[C@H](O)c2ccc(F)cc2)[C@@H](c2ccc(O)cc2)N1c1ccc(F)cc1
- UGM FP inh = 1.5
Cc1nc2ccccn2c1C(=O)N/N=C/c1ccc([N+](=O)[O-])cc1
- UGM FP inh = 1.1
CCOC(=O)c1[nH]c2cc3c(cc2c1NC(=O)CN1CCCCC1C)OCO3 (stereo not given)
- UGM FP inh = 1.7

Some of the compounds tested; rates above refer to the full screens.
